# Compound activity: PubChem BioAssay, National Center for Advancing Translational Sciences (NCATS)
# BRCT inh red – disrupts BRCA1 BRCT binding to phosphoprotein, red fluorophore readout | Potency, µM (highest dose often 76.9 µM), for inactives: at the top dose activity change, negative = inhibition, actives largely listed as inhibitors | BRCT-phosphopeptide binding, red fluorescence polarization | hit rate 0.03% among 75,000; further: on the % scale 0 is the no-effect control and ±100 the full control effect
#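 Fluorescence polarization: 100 nM His-tagged BRCA1 BRCT with 100 nM TAMRA-labelled phospho-BACH1 decapeptide, phosphate buffer pH 7.3 with 150 mM NaCl, DTT, 0.01% Tween 20; 12 min RT. Binding inhibition seen as FP decrease.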
# A350 autofl – compound fluoresces in the Alexa 350 spectral region; Compound autofluorescence, 340/450 nm, Alexa 350 dye-equivalents; active compounds read high; max dye-equivalent concentration, M; hit rate 11% among 59,000; in the data active means max dye-equivalent concentration above about 10 nM; inconclusive means mostly about 1.1 nM to 9.6 nM
# CRE-bla Fsk – CRE-bla signaling modulation under forskolin stimulation; CHO CRE-bla reporter (cAMP response element driving beta-lactamase), forskolin EC10, beta-lactamase ratio; Potency, µM (highest dose often 38.2 µM), without a hit: top-dose activity change, negative = inhibition, hits mostly activators; hit rate 2.5% among 71,000; AID 662; active means well fitted activation curve with a large enough effect in the signal ratio, with a control signal flat, not every such curve was filed as active; inconclusive means small, poorly fitted or top-dose-only effect, or effect the other way, or a change in a side signal; the % refers to the signal ratio; further: potency means the concentration at half of the fitted maximal effect; % of control where 0% means no effect
#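 CRE-bla CHO cells stimulated with EC10 NKH 477 (water-soluble forskolin) and compound titrations, 3 h at 37C; beta-lactamase read with CCF4 after 2 h at room temperature. Activity from 460/530 nm emission ratio, AC50 values for positive or negative modulation.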
# Tau fil binding – tau filament binding. P10636. recombinant tau filaments, thioflavin S fluorescence, 15 h; filaments grown with octadecylsulfate alongside compound. Potency, µM (titrated, usually from 57.1 µM), without a hit: at the top dose activity change, negative = inhibition. hit rate 2% among 71,000;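 further: potency means the concentration at half of the fitted maximal effect; on the % scale 0 is the no-effect control and ±100 the full control effect; actives lower thioflavin S fluorescence by blocking filaments or displacing dye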
#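 Recombinant tau protein (human, 1 uM final) plus 30 uM ODS in HEPES pH 7.4 with NaCl, DTT and thioflavine S. Compound present from the start; fluorescence at 510 nm after 15 h, 37 C.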
# BRCT PPI green – blocks human BRCA1 BRCT binding to phosphopeptide, green readout; P38398; BRCA1 BRCT-phosphopeptide binding, green fluorescence polarization; Potency, µM (doses to about 76.9 µM), without a hit: at the top dose activity change, negative = inhibition, actives largely listed as inhibitors; hit rate 0.05% among 75,000;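 further: potency means the concentration at half of the fitted maximal effect; plate controls were peptide without protein for full effect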
#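 Fluorescence polarization: His-tagged BRCT (~35 kDa BRCA1 C-terminus, 250 nM) bound to 100 nM fluorescein-labeled phosphorylated 10-aa BACH1 peptide, pH 7.3 phosphate buffer with DTT and Tween 20. Compounds incubated 12 min at room temperature; inhibition read as lowered polarization.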
# Casp7 inh – blocks human caspase-7 allosterically or competitively; P55210; hit rate 0.02% among 75,000; Potency, µM (series often up to 57.5 µM), inactives show at the top dose activity change, negative = inhibition, most hits filed as inhibitors; recombinant caspase-7, Ac-DEVD-AFC fluorescence rate; active means well fitted inhibition curve with a large enough effect in the main read-out, with a control signal flat, not every such curve was filed as active; inconclusive means small, poorly fitted or top-dose-only effect, or a change in a side signal; further: potency means the concentration at half of the fitted maximal effect; % of control where 0% means no effect
# ERK AVP inh – vasopressin-driven ERK pathway inhibition; Potency, µM (doses to about 57.5 µM), for inactives: at the top dose activity, negative = inhibition, actives largely listed as inhibitors; HEK293-V1b, vasopressin-stimulated pERK AlphaScreen; hit rate 0.99% among 72,000; further: potency means the concentration at half of the fitted maximal effect; on the % scale 0 is the no-effect control and ±100 the full control effect; nearly all actives have a fitted effect of over 55% in size
#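 Phosphorylated ERK1/2 detected via AlphaScreen bead proximity in lysates of V1b-expressing HEK293 cells given 25 nM vasopressin for 5 min after 30 min compound exposure (37 °C). AC50 from Hill equation; basal DMSO 0%, vasopressin 100%.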
# HEK293 cAMP cs – raises cAMP in parental HEK293 cells, TSHR agonist counter-screen; hit rate 2.5% among 73,000; Potency, µM (titrated, usually from 57.1 µM), for inactives: top-dose activation, actives largely listed as activators; parental HEK293 CNG cAMP sensor, membrane potential fluorescence; further: potency means the concentration at half of the fitted maximal effect; % of control where 0% means no effect; nearly all actives have a fitted effect of over 55% in size
#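 Counterscreen for endogenous-receptor signalling: CNG-channel HEK 293 cells report cAMP rise by membrane depolarization. After 60 min dye equilibration with 100 uM RO 20-1724, compounds incubated 30 min before bottom-read fluorescence at 590 nm.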
# Casp1 inh – blocks human caspase-1 allosterically or competitively; P29466; Caspase-1 enzyme, Ac-WEHD-AFC fluorogenic rate; Potency, µM (series often up to 57.5 µM), for inactives: at the top dose activity change, negative = inhibition, most hits filed as inhibitors; hit rate 0.03% among 75,000;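 further: potency means the concentration at half of the fitted maximal effect; plate controls were vehicle for no effect and no substrate for full effect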
# USP2a inh – blocks human ubiquitin-specific protease USP2a; O75604; USP2a enzymatic assay, qHTS inhibition; Potency, µM (titrated, usually from 38.3 µM), without a hit: at the top dose activity change, negative = inhibition, hits mostly inhibitors; hit rate 0.1% among 60,000; AID 927;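 further: potency means the concentration at half of the fitted maximal effect; nearly all actives have a fitted effect of over 60% in size; plate controls were DMSO for no effect and NEM full inhibition control for full effect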
#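 Coupled readout: USP2-cleaved Ub-PLA2 (20nM final) turns over NBD C6-HPC (20uM final), Ex 460nm/Em 535nm after 2.5 h, time-zero read flagging artifacts. Enzyme (20nM final, pH 8.0 Tris) given 30 min RT with compound first; NEM defines full inhibition.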
# FLuc inh – firefly luciferase inhibition. P08659. purified firefly luciferase, luminescence, 8 min. Potency, µM (doses to about 57.1 µM), inactives show at the highest dose activity change, negative = inhibition, usual class: inhibitors. hit rate 2.2% among 72,000; further: potency means the concentration at half of the fitted maximal effect; on the % scale 0 is the no-effect control and ±100 the full control effect; nearly all actives have a fitted effect of over 40% in size
#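 Substrate buffer containing 10 uM ATP (pH 7.2 imidazole, Mg2+, KCl, detergent, BSA) is dispensed, compound pinned in, then luciferase/luciferin detector mix added. After 8 min at ambient temperature, light output is measured.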
# Active calls of the source: *; i = inactive; ? = inconclusive; . = not tested or not shown; [ ] = dose if it differs, or a comment. Unless noted, the call rests on the fitted dose curve; in most records, active means well fitted curve in the direction sought with a large enough effect; inconclusive means small, poorly fitted or top-dose-only effect, or another doubt; inactive means no such curve, though single readings can be large; an effect the other way counts as inactive or inconclusive. The order is random. About 16% of those tested had a hit in this group.
# Sequence of screens – BRCT inh red, A350 autofl, CRE-bla Fsk, Tau fil binding, BRCT PPI green, Casp7 inh, ERK AVP inh, HEK293 cAMP cs, Casp1 inh, USP2a inh, FLuc inh
> COC(=O)C1=C(C)n2nnnc2NC1c1ccc(Cl)cc1 (stereo unspecified)
  -0.6%, i, -5.1%, -2.4%, -1.3%, -0.4%, -6.2%, -4.4%, -1.6%, -8.7%, 3.3%
> O=C(CSc1nc(-c2ccco2)cc(C(F)(F)F)n1)N1CCN(Cc2ccccc2)CC1
  -1.8%, ., -4.5%, -25.8%, 1.8%, -5.5%, ?, ?, -4.1%, ., 1.5%
> CC(C)CNC(=O)C1CCN(c2ccc(S(=O)(=O)N3CCOCC3)cc2Cl)CC1
  -0.3%, ?, 5.4%, -0.9%, -0.6%, -0.1%, -13.5%, 2.3%, -0.7%, 103.8%[activator], 2.8%
> Cc1ccc(NC2=NC(C(=O)Nc3ccc(C)c(C)c3)CC(=O)N2)cc1 (stereo unspecified)
  1.0%, i, ?, 31.1%, -0.8%, 0.2%, 7.7%, 19.5%, -1.4%, -14.1%, -22.8%
> Nc1nc(N2CCN(C/C=C/c3ccccc3)CC2)nc2ccccc12
  0.0%, ?, -5.2%, 155.1%, 1.8%, 0.0%, -21.0%, -42.5%[inhibitor], -2.4%, 29.3%, 2.4%
> Cc1ccc(C)c(S(=O)(=O)n2cnc3ccccc32)c1
  0.2%, ., 0.7%, -13.1%, -1.0%, -4.5%, -11.0%, 16.8%, -1.5%, -1.0%, 2.6%
> Cc1ccc(NCc2nnc(SCC(=O)Nc3ncc(C)s3)n2Cc2ccco2)c(C)c1
  -1.3%, i, 12.2%, 36.8%, -1.8%, -2.5%, -2.8%, 3.9%, -4.4%, 13.1%, 6.5%
> CCOC(=O)C1CCN(S(=O)(=O)c2cc(Br)cc3c2N(C(=O)C2CC2)CC3)CC1
  -1.1%, i, 8.2%, 4.5%, 2.4%, 0.6%, ?, ?, -0.9%, 30.0%, 2.2%
> O=C(CCCc1ccccc1)NCc1cn2ccsc2n1
  -3.5%, ., -6.3%, -8.1%, 0.7%, 1.9%, ., 12.1%, -1.4%, ., 2.1%
> Cc1cc2c(nc1C)CCCCN2C[C@H](C)O/N=C\[C@@H](C)[C@H](OCc1ccccc1)C(C)C
  0.0%[15.4 µM], ., ., ., -0.4%[15.4 µM], 0.8%[11.5 µM], 17.7%[11.5 µM], 18.2%[11.4 µM], -1.1%[11.5 µM], ., 0.8%[11.4 µM]

# The last 3 compounds of the section before come first, to join the parts:
# Sequence of screens – BRCT inh red, A350 autofl, CRE-bla Fsk, Tau fil binding, BRCT PPI green, Casp7 inh, ERK AVP inh, HEK293 cAMP cs, Casp1 inh, USP2a inh, FLuc inh
> CCOC(=O)C1CCN(S(=O)(=O)c2cc(Br)cc3c2N(C(=O)C2CC2)CC3)CC1
  -1.1%, i, 8.2%, 4.5%, 2.4%, 0.6%, ?, ?, -0.9%, 30.0%, 2.2%
> O=C(CCCc1ccccc1)NCc1cn2ccsc2n1
  -3.5%, ., -6.3%, -8.1%, 0.7%, 1.9%, ., 12.1%, -1.4%, ., 2.1%
> Cc1cc2c(nc1C)CCCCN2C[C@H](C)O/N=C\[C@@H](C)[C@H](OCc1ccccc1)C(C)C
  0.0%[15.4 µM], ., ., ., -0.4%[15.4 µM], 0.8%[11.5 µM], 17.7%[11.5 µM], 18.2%[11.4 µM], -1.1%[11.5 µM], ., 0.8%[11.4 µM]
> CCc1ccc(C2CC(c3ccc(F)cc3)Nc3nc(N)nn32)cc1 (stereo unspecified)
  -2.5%, ., -9.8%, ?, -0.9%, -3.9%, -5.0%, 0.7%, -3.7%, ., 0.5%
> COc1cc(OC)c(C2CC(=O)N3CN(c4ccccc4C)CSC3=C2C#N)cc1OC (stereo unspecified)
  -0.2%, ?, 13.8%, -21.7%, -1.4%, -21.0%, -18.9%, -4.1%, -14.9%, 35.8%[activator], -24.8%
> COC(=O)c1cccc(C23CC4(C2)[C@H](CN(C)[C@@H]4c2ccccc2)C3c2ccc(Cl)nc2)c1 (stereo partly specified)
  -1.1%, ., ., ., 2.2%, -1.4%, -2.3%, ., -2.7%, ., .
> COc1cc2c(cc1OC)C(c1cccnc1)CC(=O)N2 (stereo unspecified)
  -0.2%, ., 9.9%, -12.0%, 0.5%, 0.7%, -22.5%, -4.9%, -1.0%, ., -0.7%
> Cc1nc(S(=O)(=O)N(C)c2ccccc2)c(C#N)c(C)c1Cl
  -0.5%, i, ?, 18.1%, -1.4%, -1.2%, 6.3%, 7.2%, -0.1%, -8.5%, -0.2%
> C=CCNc1nc(-c2sc(NC(=O)CC)nc2C)cs1
  -0.6%, ?, ?, -9.5%, -1.8%, -3.1%, -10.4%, -6.0%, 0.6%, 2.7%, -9.9%
> O=C(CCc1nc2ccccc2s1)OCC(=O)N1CCN(C(=O)c2ccco2)CC1
  1.5%, i, -5.8%, -3.1%, -2.1%, 0.7%, 9.8%, 9.4%, 0.3%, -10.4%, -0.2%
> O=C(NCCCN1CCN(Cc2ccccc2Cl)CC1)Nc1ccccc1
  0.5%, i, -16.0%, -3.7%, 1.3%, -0.7%, 25.3%, 14.2%, -1.4%, 21.2%, 1.6%
> C=C(C)Cn1c(N(CCO)Cc2ccccc2)nc2c1c(=O)[nH]c(=O)n2C
  -1.6%, ., 27.5%, -9.3%, -3.7%, 0.4%, -14.1%, 1.1%, 2.8%, ., 2.3%
> O=C(Nc1c(Cl)cc(Cl)cc1C(=O)NCC1CCCO1)c1ccco1 (stereo unspecified)
  -0.1%, i, 1.0%, -3.1%, -0.5%, 0.9%, 6.0%, -3.6%, 4.0%, 1.9%, 0.6%
> COc1ccccc1CC(=O)NCC1CCCO1 (stereo unspecified)
  -0.5%, ., ., ., -1.6%, 1.9%, ., -3.2%, -0.9%, ., .
> CCOC(=O)Cc1csc(NC(=O)C2CCCN(S(=O)(=O)c3cnc[nH]3)C2)n1 (stereo unspecified)
  1.1%, ., -1.5%, 8.3%, -4.1%, -0.8%, -2.5%, 1.5%, -0.5%, ., -12.5%
> Cc1cc(C)nc(-n2nc(C)c3c(C(F)F)cc(C)nc32)n1
  1.2%, 4.97e-08M*, 5.1%, 1.4%, -0.7%, -0.4%, 5.4%, 1.3%, -1.1%, 1.6%, 2.4%
> O=C(Cc1c[nH]c2ccccc12)NCc1ccc2c(c1)OCO2
  -0.5%, i, ?, -0.3%, -2.4%, 2.9%, -5.1%, 27.1%, 1.8%, ., -13.4%
> N[C@@H](Cc1ccccc1)c1nnc(SCc2ccccc2F)o1
  -0.5%, i, ?, -3.4%, 0.2%, -1.4%, 1.0%, ?, -2.6%, 6.9%, 1.5%
> Cc1cccc(C(=O)Nc2ccccc2C(=O)OCc2c(C)noc2C)c1
  -0.9%, i, ?, 22.4%, 4.0%, -3.0%, 23.2%, 15.8µM*, -1.0%, -6.4%, 1.3%
> CCOC(=O)C1CCCN(c2c(Nc3ccc(C)c(C)c3)c(=O)c2=O)C1 (stereo unspecified)
  -0.4%, ., -2.5%, 6.6%, -2.8%, -0.1%, 8.0%, 3.5%, -0.1%, ., 0.6%
> COC(=O)COc1cc(C)cc2oc(=O)c(CC(=O)OC)c(C)c12
  -0.7%, 2.52e-08M*, ?, 6.0%, 2.3%, -0.4%, -10.4%, -1.8%, 1.9%, -1.1%, 0.5%
> COc1cc(OC)cc(C(=O)Nc2ncc3c(n2)CC(C)(C)CC3=O)c1
  -1.2%, ?, 8.0%, -1.9%, -1.8%, -0.1%, -6.6%, 8.3%, -0.6%, 4.0%, -4.0%
> O=C(c1cc2ccccc2o1)N1CCCCCC1
  -0.8%, i, -2.9%, -12.6%, -0.7%, -1.0%, -9.9%, 18.6%, -0.8%, -1.7%, -2.8%
> COc1ccc(OC)c(NC(=O)NC2(C(F)(F)F)Oc3ccccc3O2)c1
  -0.4%, ?, ?, 31.7%, -1.8%, 1.3%, 4.2%, -5.1%, 0.3%, 2.5%, -3.1%
> CC1CCC2C(=O)N3C(CCC(C)[C@@H]3c3ccc(Br)cc3)C(=O)N2C1c1ccc(Br)cc1 (stereo partly specified)
  -0.8%[15.4 µM], ., ., ., 0.7%[15.4 µM], -3.6%[11.5 µM], 23.0%[11.5 µM], -4.8%[11.4 µM], 0.8%[11.5 µM], ., .
> Cn1c(NCc2ccccc2)cc(=O)n(C)c1=O
  0.6%, i, ?, 8.2%, -0.9%, 0.3%, 0.3%, 9.6%, -10.4%, -3.0%, -4.0%
> COc1ccccc1NC(=O)COc1cccc(-n2cnnn2)c1
  0.2%, i, 4.7%, 1.5%, -1.1%, 0.7%, -28.9%, ?, 0.1%, -1.1%, -1.6%
